Tau fibril FP: blocks human tau fibril formation measured by polarization; P10636; K18 P301L tau heparin fibrillization, Alexa594 FP, 6 h; Potency, µM (series often up to 57.7 µM), without a hit: at the highest dose activity, negative = inhibition, hits mostly inhibitors; 280,000 tested, 0.39% active; AID 1468; note: nearly all actives have a fitted effect of over 55% in size
Target sequence (P10636 561-689 P618L limits assumed): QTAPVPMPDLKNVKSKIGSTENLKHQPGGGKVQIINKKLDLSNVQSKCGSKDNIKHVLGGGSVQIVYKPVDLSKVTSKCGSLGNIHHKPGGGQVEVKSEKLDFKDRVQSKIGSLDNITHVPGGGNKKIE
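Compound effects on tau fibrillization are measured by Alexa 594 fluorescence polarization (ex 555, em 632 nm). K18 P301L tau is used at 15 uM with 0.24 uM labeled tracer, and 20 uM heparin induces aggregation over 6 hr at 37 C.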
Tau fluor cs: counter-screen for tau fibril formation inhibitors. tau K18 P301L Alexa594 fluorescence, heparin fibrillization. 280,000 tested, 0.93% active. Potency, µM (series often up to 57.7 µM), without a hit: at the top dose activity change, negative = decrease. AID 1463; note: nearly all actives have a fitted effect of over 55% in size
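Human tau K18 P301L (15 uM unlabeled, 0.24 uM Alexa 594-labeled) in 100 mM sodium acetate pH 7 with 20 uM heparin, 6 hr at 37 C. ThT 30 uM added, 1 hr ambient; Alexa 594 FP and total fluorescence read at 555/632 nm.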
GLA spleen mod: alpha-galactosidase A (human) modulation; P06280; human spleen homogenate, 4MU-alpha-Gal fluorescence, 40 min; Potency, µM (series often up to 80 µM), without a hit: top-dose activity change, negative = inhibition, hits mostly inhibitors; 240,000 tested, 0.008% active; AID 2107;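 note: 0% = enzyme with vehicle and -100% = no enzyme basal signal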
Target sequence (P06280 32-429 limits assumed): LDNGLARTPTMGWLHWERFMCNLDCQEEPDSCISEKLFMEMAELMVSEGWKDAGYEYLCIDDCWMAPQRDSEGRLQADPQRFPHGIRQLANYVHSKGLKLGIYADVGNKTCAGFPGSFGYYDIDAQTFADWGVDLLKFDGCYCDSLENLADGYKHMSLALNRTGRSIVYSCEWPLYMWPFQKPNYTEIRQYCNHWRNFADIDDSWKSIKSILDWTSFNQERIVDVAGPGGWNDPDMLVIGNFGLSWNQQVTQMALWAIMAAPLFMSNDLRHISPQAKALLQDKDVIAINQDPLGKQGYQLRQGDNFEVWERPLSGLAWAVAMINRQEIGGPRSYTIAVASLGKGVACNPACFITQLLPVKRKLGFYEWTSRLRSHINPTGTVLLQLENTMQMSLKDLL
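qHTS titration in buffer at pH 5.0. Alpha-galactosidase activity in spleen homogenate was measured via 4-methylumbelliferone release from 1 mM fluorogenic substrate after 40 min at 37C and a pH 10 stop. AC50 came from Hill fits of control-normalized data.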
TRb-SRC2 inh: inhibitors of human thyroid hormone receptor beta-SRC2 interaction. 280,000 tested, 0.065% active. Potency, µM (doses to about 106 µM), inactives show top-dose activity change, negative = inhibition, most hits filed as inhibitors. P10828. TRbeta-SRC2 peptide binding, fluorescence polarization; receptor liganded with 1 µM T3. AID 1469;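 note: plate controls were bound peptide for no effect and peptide without receptor for full effect; nearly all actives have a fitted effect of over 50% in size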
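Decrease in fluorescence polarization of 20 nM Texas Red SRC2 coactivator peptide flagged inhibition of its binding to 0.6 uM TRb LBD; 1 uM T3 included, incubation 5 hr, ex 555/em 632 nm.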
ALDH1A1 inh: ALDH1A1 (human) enzyme inhibition. Purified ALDH1A1, NADH fluorescence, propionaldehyde substrate. Potency, µM (series often up to 75.3 µM), for the others: at the top dose activity, negative = inhibition, most hits filed as inhibitors. 220,000 tested, 7.3% active; active = well fitted inhibition curve with a large enough effect, not every such curve was filed as active; inconclusive = small, poorly fitted or top-dose-only effect, or another doubt; inactive = no such curve, though single readings can be large or run the other way;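 note: plate controls were no enzyme wells and a reference inhibitor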
Target sequence (P00352 whole entry, looked up): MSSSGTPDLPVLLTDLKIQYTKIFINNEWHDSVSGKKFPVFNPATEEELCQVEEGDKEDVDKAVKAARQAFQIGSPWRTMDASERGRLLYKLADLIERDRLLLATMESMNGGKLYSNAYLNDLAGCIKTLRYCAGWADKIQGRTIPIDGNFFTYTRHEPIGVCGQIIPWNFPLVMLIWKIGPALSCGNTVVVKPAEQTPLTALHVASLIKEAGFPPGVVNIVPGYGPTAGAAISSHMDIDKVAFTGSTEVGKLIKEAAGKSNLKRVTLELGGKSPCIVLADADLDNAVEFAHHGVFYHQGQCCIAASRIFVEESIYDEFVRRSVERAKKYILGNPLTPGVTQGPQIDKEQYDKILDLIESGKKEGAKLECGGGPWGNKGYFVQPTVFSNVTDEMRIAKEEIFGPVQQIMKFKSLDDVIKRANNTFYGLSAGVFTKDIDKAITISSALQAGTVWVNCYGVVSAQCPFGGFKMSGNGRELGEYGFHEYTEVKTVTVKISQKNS
Tau fibril ThT: tau fibrillization inhibition (ThT binding) | Potency, µM (doses to about 57.4 µM), without a hit: at the highest dose activity, negative = inhibition, actives largely listed as inhibitors | 270,000 tested, 2.1% active | recombinant tau K18 P301L (four-repeat tau fragment), heparin-induced fibrillization, ThT fluorescence; note: nearly all actives have a fitted effect of over 55% in size
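Recombinant human tau K18 fragment […] carrying P301L, 15 uM unlabeled plus 0.24 uM Alexa 594-labeled, was fibrillized with 20 uM heparin in 100 mM sodium acetate pH 7 for 6 hr at 37 C; 30 uM ThT fluorescence read after 1 hr.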
TR SRC2 fluor cs: Texas Red fluorescence interference in TRb-SRC2 counter-screen | TRb/SRC2 Texas Red total fluorescence interference | Potency, µM (titrated, usually from 106 µM), inactives show top-dose fluorescence change, negative = quenching | 280,000 tested, 0.29% active | AID 1479; active = well fitted curve in either direction with a large enough effect; inconclusive = small, poorly fitted or top-dose-only effect
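Flags fluorescent or light-absorbing compounds by total fluorescence, S + 2P, at 555 nm excitation and 632 nm emission. Mixture: 20 nM Texas Red SRC2 peptide, 0.6 uM human TRb LBD, 1 uM T3, 5% DMSO; compound exposure 5 h at ambient temperature.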
L3MBTL1 block: L3MBTL1 (human) inhibition; Q9Y468; 230,000 tested, 0.66% active; Potency, µM (top dose mostly 57.1 µM), inactives show at the top dose activity, negative = inhibition, most hits filed as inhibitors; AlphaScreen L3MBTL1–H3K9me1 peptide binding; AID 485360; note: nearly all actives have a fitted effect of over 60% in size
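L3MBTL1 (50 nM) pre-complexed 30 min with biotinylated H3(1-15)K9me1 peptide (75 nM), then compounds added for 30 min at room temperature; AlphaScreen streptavidin donor/nickel chelate acceptor beads (10 ug/mL final) read after 30 min dark incubation.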
Active calls of the source: *; ? = inconclusive; · = no result given; & = joins results of further samples; [ ] = remark or other dose. Unless noted, calls come from the whole dose curve; as a rule, active = well fitted curve in the direction sought with a large enough effect; inconclusive = small, poorly fitted or top-dose-only effect, or another doubt; inactive = no such curve, though single readings can be large; an effect the other way counts as inactive or inconclusive. Unless noted, % is set by controls: 0 for no effect and ±100 for the full control effect; potency is the fitted concentration of half-maximal effect.

1) COc1ccc(C(=O)Oc2c(Sc3ccccc3)c(C)nn2-c2ccccc2)cc1OC
2) CCc1nc2ccc(C(=O)N3CCN(c4ccccc4)CC3)cc2nc1CC
3) O=C(CCN1CCOCC1)NNC(=O)/C(=C/c1ccccc1)NC(=O)c1ccccc1
4) O=C(CS(=O)CC(=O)N(CC(=O)NC1CCCC1)c1ccc2c(c1)OCCO2)Nc1ccc(F)cc1 (stereo unspecified)
5) O=C(Nc1ccc2c(c1)CCC2)c1ccc(F)cc1
6) Cc1cccc(OCCCCn2c(C3CC(=O)N(c4ccc(C)cc4C)C3)nc3ccccc32)c1 (stereo unspecified)
7) Cc1nc(-c2ccc(C(=O)Nc3cccc(Br)c3)cc2)cs1
8) C=CCn1c(SCCOc2ccc(OC)cc2)nnc1C(C)NC(=O)c1ccc(OC)cc1 (stereo unspecified)

assay / compound	1	2	3	4	5	6	7	8
Tau fibril FP	-12%	-9%	3%	1%	5%	6%	?	5%
Tau fluor cs	-16%	-6%	2%	-7%	-5%	-14%	-30%	-13%
GLA spleen mod	·	·	5%	8%	-4%	·	5%	-2%
TRb-SRC2 inh	5%	-7%	-1%	·	-5%	9%	5%	-7%
ALDH1A1 inh	·	·	10%	-13%	15%	·	-4%	-7%
Tau fibril ThT	?	-6%	6%	0%	-6%	-17%	12%	-7%
TR SRC2 fluor cs	0%	-1%	0%	·	-1%	-3%	-3%	-2%
L3MBTL1 block	·	·	·	31%[activator]	19%	·	2%	·

9) Cc1cccc(Nc2ncc(NC(=O)c3cccc(F)c3)c(Nc3cccc(C)c3)n2)c1
10) COCCN(CCOC)S(=O)(=O)c1ccc(C(=O)Nc2sc3c(c2C(N)=O)CCCCC3)cc1
11) COc1cccc(NC(=O)Cn2c(=O)n(CCCCC(=O)NCc3ccc4c(c3)OCO4)c(=O)c3ccccc32)c1
12) O=C(c1ccco1)N1CCN(S(=O)(=O)c2ccc3c(c2)CCN3C(=O)C2CCC2)CC1
13) CC1(C)CCC(C)(C)c2cc(C(=O)Nc3ccc(C(=O)O)cc3)ccc21
14) COc1cc2c(cc1OC)C(c1ccc(C)o1)CC(=O)N2 (stereo unspecified)
15) CC1(C)CC(=O)C/C(=N/NC(=O)CCCOc2ccc(Cl)cc2Cl)C1
16) O=C1CC(c2ccccc2)CC(O)=C1C=NCCN1CCOCC1 (stereo unspecified)

assay / compound	9	10	11	12	13	14	15	16
Tau fibril FP	-5%	-11%	1%	3%	-4%&7%&-2%&-2%	-6%	7%	-11%
Tau fluor cs	?	-17%	-5%	-5%	-4%&-3%&-2%&-4%	1%	-5%	-4%
GLA spleen mod	·	-3%	·	0%	8%&-5%&-2%&9%	3%	-6%	0%
TRb-SRC2 inh	-6%	-5%	0%	-3%	-6%[201 µM]	4%	-5%	3%
ALDH1A1 inh	·	?	·	15%	-13%&-11%	0%	1%	-9%
Tau fibril ThT	7%	5%	-3%	-3%	-6%&-4%&-3%&-5%	-2%	4%	-3%
TR SRC2 fluor cs	-1%	2%	7%	-6%	-5%[201 µM]	-2%	2%	4%
L3MBTL1 block	·	10%	·	1%	·	-10%	2%	2%

17) CCCCCCCCC#CCC#CCC#CCCCC(=O)O
18) Cc1cc(OC(=O)c2ccc(S(=O)(=O)N(C)C)cc2)cc(=O)o1
19) COc1cccc(-n2c(CN3CCN(c4cccc(C)c4)C(C)C3)nc3ccc([N+](=O)[O-])cc3c2=O)c1 (stereo unspecified)
20) CC1N(O)C(c2ccc(Cl)cc2Cl)N(O)C1(C)C (stereo unspecified)
21) COc1ccc(C2C(=O)N(C3CCCCC3)CC(=O)N2Cc2ccc3c(c2)OCO3)cc1 (stereo unspecified)
22) CC(C)Oc1ccc(C(=O)NCc2ccco2)cc1
23) COC(=O)c1c(SCC(=O)Nc2cccc(C(F)(F)F)c2)[nH]c2ccccc2c1=O
24) COC(=O)c1ccc(/C=C(\C#N)c2ccccn2)cc1

assay / compound	17	18	19	20	21	22	23	24
Tau fibril FP	-5%&6%	-6%	9%	-1%	2%	-4%	-8%	5%
Tau fluor cs	-3%&5%	-7%	-22%	-15%	-13%	-2%	16µM*[quencher]	-19%
GLA spleen mod	14%&-10%	-1%	4%	-10%	-1%	5%	·	0%
TRb-SRC2 inh	9%&6%	-1%	8%	-3%	-3%	-5%	0%	10%
ALDH1A1 inh	3%&7%	?	?	14µM*	?	-8%	·	?
Tau fibril ThT	-8%&2%	-13%	-19%	-12%	-15%	-8%	14µM*	?
TR SRC2 fluor cs	-3%&-3%	-9%	1%	4%	-1%	-8%	0%	-1%
L3MBTL1 block	·	·	-3%	13%	-1%	·	·	·

Ordered by length of the SMILES (smallest number first): some entries from above.
17) CCCCCCCCC#CCC#CCC#CCCCC(=O)O
20) CC1N(O)C(c2ccc(Cl)cc2Cl)N(O)C1(C)C (stereo unspecified)
16) O=C1CC(c2ccccc2)CC(O)=C1C=NCCN1CCOCC1 (stereo unspecified)
18) Cc1cc(OC(=O)c2ccc(S(=O)(=O)N(C)C)cc2)cc(=O)o1
23) COC(=O)c1c(SCC(=O)Nc2cccc(C(F)(F)F)c2)[nH]c2ccccc2c1=O
19) COc1cccc(-n2c(CN3CCN(c4cccc(C)c4)C(C)C3)nc3ccc([N+](=O)[O-])cc3c2=O)c1 (stereo unspecified)

assay / compound	17	20	16	18	23	19
Tau fibril FP	-5%&6%	-1%	-11%	-6%	-8%	9%
Tau fluor cs	-3%&5%	-15%	-4%	-7%	16µM*[quencher]	-22%
GLA spleen mod	14%&-10%	-10%	0%	-1%	·	4%
TRb-SRC2 inh	9%&6%	-3%	3%	-1%	0%	8%
ALDH1A1 inh	3%&7%	14µM*	-9%	?	·	?
Tau fibril ThT	-8%&2%	-12%	-3%	-13%	14µM*	-19%
TR SRC2 fluor cs	-3%&-3%	4%	4%	-9%	0%	1%
L3MBTL1 block	·	13%	2%	·	·	-3%

The results go on:
25) COC(=O)c1nc2nc(-c3cccs3)cc(C(F)(F)F)n2n1
26) Cc1csc(NC(=O)CSc2nc3ccccc3c3c2CCCC3)n1
27) OCCN1CCN(CC(O)COc2ccc3ccccc3c2)CC1 (stereo unspecified)
28) NC(=O)c1cccnc1Nc1ccccc1F
29) CCC(C(=O)Nc1cccc(C#N)c1)n1c(=O)c(-c2ccccc2NC(C)=O)nc2ccccc21 (stereo unspecified)
30) CN(C)CCN1C(=O)C(O)=C(C(=O)c2cc3ccccc3o2)C1c1ccccn1 (stereo unspecified)
31) CSc1ccccc1NC(=O)c1cc(-c2cccnc2)nc2ccc(Br)cc12
32) Cn1c(CNC(=O)c2ccccc2F)nnc1SCC(=O)NCc1ccccc1

assay / compound	25	26	27	28	29	30	31	32
Tau fibril FP	5%	-13%	9%	?	3%	-2%	-3%	-2%
Tau fluor cs	4%	-20%	2%	2%	1%	-4%	-21%	-4%
GLA spleen mod	?	-6%	-2%	3%	·	14%	1%	-1%
TRb-SRC2 inh	1%	-6%	-4%	-1%	1%	2%	-6%	-11%
ALDH1A1 inh	?	-3%	-4%	2%	·	-3%	0%	-9%
Tau fibril ThT	-3%	-15%	-8%	7%	-6%	-7%	-14%	-9%
TR SRC2 fluor cs	-1%	2%	-9%	-1%	0%	-11%	-2%	0%
L3MBTL1 block	3%	-6%	·	-3%	·	31%[activator]	4%	0%

33) O=C(CSCc1cnn(-c2ccccc2)c1-n1cccc1)NCCN1CCOCC1
34) CCn1c(O)c(N=NC2=NC(=O)CS2)c2cc(C)ccc21
35) CCOc1ccc(S(=O)(=O)N2CCCCC2)c2ccccc12
36) C=CCOc1ccc(C2NC(=S)NC3=C2CCc2ccccc23)cc1 (stereo unspecified)
37) CC(=O)c1ccc(NC(=O)c2cn(-c3ccccc3)nc2-c2ccncc2)cc1
38) CC1CCC(C(C)C)C2=C1C(C#N)(C#N)C(C#N)(C#N)C(c1ccccc1)N2 (stereo unspecified)
39) CC1CCN(CC(=O)NCc2ccccc2)CC1
40) O=c1[nH]c(=O)n(C(c2ccccc2)c2ccccc2)cc1Br

assay / compound	33	34	35	36	37	38	39	40
Tau fibril FP	-1%	-3%	-13%	-2%	?	-10%	-7%	2%
Tau fluor cs	-8%	2%	-18%	-21%	-21%	?	1%	-3%
GLA spleen mod	1%	-21%	4%	-1%	0%	?	-2%	9%
TRb-SRC2 inh	1%	-16%[53 µM]	-3%	2%	-15%	4%	-4%	-2%
ALDH1A1 inh	2%	14µM*	32µM*	1µM*	-4%	10µM*	1%	6%
Tau fibril ThT	-12%	?	-14%	?	3%	22µM*	-5%	-3%
TR SRC2 fluor cs	-5%	1%[53 µM]	-1%	-1%	-4%	-1%	3%	0%
L3MBTL1 block	·	17%	12%	-1%	?	-6%	0%	·

41) COc1ccc(-c2cn3ccccc3n2)cc1OC
42) CCOC(=O)NC1(C(F)(F)F)C(=O)NC(C)=C1C#N (stereo unspecified)
43) O=C(OCc1nnc(-c2ccccc2)o1)c1cc(S(=O)(=O)N2CCOCC2)c(Cl)cc1Cl
44) Cc1ccc(CC(=S)N2CCOCC2)cc1
45) COc1ccc(/C=C/C(=O)Nc2cc(C)on2)cc1
46) Clc1cc(Cl)cc(C2=NCCC(c3ccccc3)O2)c1 (stereo unspecified)
47) CC(=O)c1cc2c(cc1NS(=O)(=O)c1ccc(F)cc1)OCO2

assay / compound	41	42	43	44	45	46	47
Tau fibril FP	10%	6%	4%	-7%	-6%	-1%	-5%
Tau fluor cs	-5%	2%	-15%	-4%	-7%	-15%	-12%
GLA spleen mod	1%	-7%	-2%	1%	-6%	-5%	-12%
TRb-SRC2 inh	4%	0%	-4%	0%	-19%	-6%	-11%
ALDH1A1 inh	?	-1%	4%	24µM*	-7%	-2%	16%
Tau fibril ThT	-18%	4%	-21%	-6%	-4%	-12%	-3%
TR SRC2 fluor cs	-3%	-5%	-4%	-1%	0%	-4%	-1%
L3MBTL1 block	-5%	?	·	·	7%	15%	-5%

Screening data (PubChem BioAssay)
